# NOD1 inhibition = NOD1 signaling inhibitors, primary screen, cell-based, luminescence, uHTS (AID 1578); NOD1-driven NF-kB luciferase reporter cells, luminescence; higher % means a stronger effect; inhibition, % at 4 µM, or EC50 in µM where a hit was titrated; actives 1% (n = 290,000); in the data active means inhibition mostly above about 36%, no sharp cut-off; inactive means mostly below about 34%;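 further: HEK-293T reporter cells stimulated with the NOD1 agonist gamma-tri-DAP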
# Siah-1 displacement = blockers of Siah-1 interaction with plectin peptide – biochemical, fluorescence polarization, rhodamine-plectin, uHTS, primary screen (AID 1817) | Siah-1 / rhodamine-plectin peptide fluorescence polarization; higher % means a stronger effect | displacement, % at 20 µM; hits with a dose series show IC50 in µM | actives 0.02% (n = 290,000);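 active means displacement of at least 50% at 20 µM, with a fluorescence ratio check between 0.3 and a set limit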;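 further: plate controls were Siah plus tracer with DMSO for no effect and tracer alone without Siah for full effect; strong numbers were not always called active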
# GPR35 arrestin U2OS = GPR35 antagonists blocking zaprinast-driven arrestin recruitment, primary screen, imaging, U2OS, beta-arrestin-GFP, zaprinast agonist (AID 2058) | U2OS GPR35 beta-arrestin-GFP translocation imaging, zaprinast antagonism; higher % means a stronger effect | inhibition, % at 10 µM, or IC50 in µM where a hit was titrated | actives 0.052% (n = 290,000);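 active means inhibition of at least 50% with at least 30 cells and total cytoplasm GFP at most 10,000,000; inconclusive means under 30 cells or total GFP of 10,000,000 plus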
# HIV peptide binding = inhibitors of HIV fusion peptide binding, primary screen, biochemical, uHTS, fluorescence dequenching (AID 1986); cell-free peptide binding, fluorescence dequenching, 30 min; higher % means a stronger effect; one-dose inhibition, % at 20 µM; IC50 in µM for titrated hits; actives 0.3% (n = 290,000); in the data active means inhibition mostly above about 52%, no sharp cut-off; inactive means mostly below about 76%; further: some results filed as inactive read as strong as hits
# GPR55 beta-arrestin = GPR55 agonists via beta-arrestin recruitment, primary screen, imaging, U2OS cells, beta-arrestin-GFP redistribution (AID 1961); U2OS GPR55 beta-arrestin-GFP redistribution imaging; higher % means a stronger effect; one-dose activation, % at 10 µM; EC50 in µM for titrated hits; actives 0.048% (n = 290,000);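 active means activation above 40% with more than 50 cells counted in the well; inconclusive means wells holding fewer than 50 cells, flagged as toxic or sparse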;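 further: U2OS osteosarcoma cells stably expressing GPR55 and beta-arrestin-GFP; plate controls were DMSO negative control for no effect and LPI positive control for full effect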
# KOR beta-arrestin-1 = kappa opioid receptor blockers – cell-based, luminescence, uHTS (AID 1778) | actives 0.091% (n = 290,000) | KOR beta-arrestin recruitment, luminescence, antagonist mode; higher % means a stronger effect | inhibition, % at 10 µM, or IC50 in µM where a hit was titrated; in the data active means inhibition above about 50%; further: strong numbers were not always called active
# GPR55 antagonists = inhibition of LPI-stimulated GPR55 beta-arrestin translocation – imaging, U2OS, beta-arrestin-GFP, LPI agonist, primary screen (AID 2013). inhibition, % at 10 µM, or IC50 in µM where a hit was titrated. actives 0.13% (n = 290,000). U2OS GPR55 beta-arrestin-GFP translocation imaging, LPI antagonism; higher % means a stronger effect;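 active means spots per cell inhibited over 60%, with over 100 cells counted and total cytoplasm intensity under 500,000; inconclusive means wells with under 100 cells, flagged as likely toxic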;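 further: U2OS cells stably carrying GPR55 and arrestin-GFP stimulated by 5 µM LPI near EC80; imaged beta-arrestin-GFP aggregate spots per cell after agonist stimulation; plate controls were LPI-stimulated DMSO wells for no effect and DMSO wells without LPI for full effect; some results filed as inactive read as strong as hits; confirmed hits need IC50 under 10 µM and bright autofluorescent wells are also inconclusive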
# KOR beta-arrestin-2 = kappa opioid receptor activators – cell-based, luminescence, uHTS, primary screen (AID 1777); actives 0.02% (n = 280,000); KOR beta-arrestin recruitment, luminescence; higher % means a stronger effect; one-dose activation, % at 10 µM; EC50 in µM for titrated hits; in the data active means activation above about 50%, passing the limit was not always enough; further: a part of the inactive calls stands beside numbers as strong as those of hits
# AID2073 = inhibitors of Mint1-CaV2.2 protein interaction, biochemical, HTRF (AID 2073); actives 0.19% (n = 290,000); inhibition, % at 20 µM, or IC50 in µM where a hit was titrated; HTRF protein-protein interaction, Mint1-CaV2.2; higher % means a stronger effect; in the data active means inhibition mostly above about 51%, no sharp cut-off; inconclusive means no clear call, values can overlap the other calls; inactive means mostly below about 53%; further: some results filed as inactive read as strong as hits
# * marks the source's active call; other numbers are inactive results; ? = inconclusive; nt = not tested or not shown; [ ] = another dose, or the depositor's remark. Some of the compounds tested; count on the stated rates, not on these rows.
mol	NOD1 inhibition	Siah-1 displacement	GPR35 arrestin U2OS	HIV peptide binding	GPR55 beta-arrestin	KOR beta-arrestin-1	GPR55 antagonists	KOR beta-arrestin-2	AID2073
CCn1c(NCc2ccc(OC)cc2)nc2ccccc21	-24%	7%	0%	-1.5%	0.3%	-48%[20 µM]	7%	1.2%	-1%
CN(Cc1ccccc1)CC(O)COc1ccc(CNCc2nccn2C)cc1 (configuration not stated)	-40%	-6%	-2%	-0.1%	-0.2%	-6%	8%	-1.0%	3%
Cc1cc(N2CC(=O)N(CCc3ccccc3)C(=O)C2)n2ncnc2n1	-21%	6%	3%	1.2%	0.2%	-19%	16%	8.6%	3%
COc1ccc(CNC(=O)N2CCN(c3ccc(F)cc3)CC2)cc1Cl	-11%	18%	4%	-0.2%	-0.3%	3%	13%	-5.0%	6%
CN(C)S(=O)(=O)c1ccc(C(=O)NCCN2C(=O)S/C(=C\c3cccnc3)C2=O)cc1	13%	-5%	-10%	-2.3%	-0.1%	-20%[20 µM]	-3%	-1.8%	10%
COc1ccc(C(=O)Nc2ccnn2C2CCN(C(=O)CCC(F)(F)F)CC2)cc1	-16%	2%	16%	0.3%	-0.2%	-8%	-5%	2.5%	-4%
Cc1cccc2cc(C#N)c(SCc3nnc(-c4ccccc4[N+](=O)[O-])o3)nc12	-18%	-2%	-15%	11%	-0.2%	34%	10%	0.4%	21%
O=C(Oc1ccc2ccc(OC(=O)N3CCOCC3)cc2c1)N1CCOCC1	-28%	12%	0%	2.2%	0.2%	30%	4%	-3.6%	-4%
CC(=O)Oc1ccc([N+](=O)[O-])cc1N1C(=O)c2ccccc2C1=O	-31%	-3%	-3%	2.6%	-0.4%	nt	13%	0.6%	-20%
Cc1ccc2c(c1)c(-c1ccccc1)nc1nncn12	-23%	2%	-1%	1.9%	-0.1%	10%	8%	1.8%	-3%
CC(/C=C/c1ccc2c(c1)OCO2)=N/NC(=O)C1COc2ccccc2O1 (configuration not stated)	-8%	-2%	-4%	-3.2%	-0.2%	-2%	-1%	-4.3%	2%
Cc1sc(NC(=O)c2ccco2)c(CN2CCN(c3ccccc3)CC2)c1C	5%	2%	17%	1.9%	-0.1%	20%	-2%	-3.5%	5%
O=C(C1CCCN(S(=O)(=O)c2ccc(Br)cc2)C1)N1CCOCC1 (configuration not stated)	-30%	6%	4%	-1.3%	-0.1%	7%	17%	0.5%	27%
Cc1ccc(-c2nc3ccccc3c(=O)n2CCCn2ccnc2)cc1	-13%	3%	-12%	-0.9%	-0.1%	28%	-23%	2.3%	-2%
C/C(=N\NC(=O)c1cccc(N2CCCC2=O)c1)c1ccc(N)cc1	-36%	3%	-12%	-1.1%	-0.8%	-4%	5%	-0.4%	14%
Cc1cc2oc(=O)cc(C)c2cc1NC(=O)CCl	42%*	-1%	0%	-0.5%	0.3%	-10%	-18%	3.7%	7%
CCCCCCc1cc2cc(C(=O)Nc3ccc(OC)cc3)c(=O)oc2cc1O	-8%	0%	-8%	1.1%	-0.3%	8%	8%	14%	12%
Cc1cc(N=Cc2cc(Cl)ccc2O)no1	-2%	-2%	-19%	0.9%	-0.2%	32%	-6%	-5.2%	16%
CC(=O)Nc1ccccc1-c1nn[nH]n1	-9%	5%	0%	1.8%	-0.1%	-15%	6%	2.1%	?
COc1cccc(-c2ccc(=O)n(CC(=O)Nc3ccc(C(=O)N4CCCC4)cc3)n2)c1	-9%	2%	-14%	-0.4%	0.0%	-12%	7%	-3.6%	-3%
S=C(Nc1ccc(Oc2ccccc2)cc1)NC1CCCCCC1	33%	-1%	6%	0.3%	0.0%	-27%	-4%	1.9%	-15%
COc1ccc(Cn2nnnc2C(c2cc3ccc(OC)cc3[nH]c2=O)N2CCC(C)CC2)cc1 (configuration not stated)	0%	2%	-8%	-0.3%	-0.2%	11%	6%	-0.4%	?
O=C(NN=C1C2CC3CC(C2)CC1C3)c1cccs1	-19%	-4%	-4%	-1.8%	0.0%	-19%	19%	-0.5%	-6%
CCc1ccc(NC(=O)C2(c3ccccc3)CC2(Cl)Cl)cc1 (configuration not stated)	9%	4%	-4%	6.4%	0.2%	8%	11%	5.6%	-7%
CCCn1c(SCC(=O)NC2CCCCC2C)n[nH]c1=O (configuration not stated)	11%	-6%	9%	0.4%	-0.2%	-55%	-12%	0.7%	9%
COc1ccc(C(=O)Nc2ccc(N3CCN(C(=O)C(C)C)CC3)cc2)cc1[N+](=O)[O-]	17%	-7%	16%	-2.4%	-0.3%	17%	4%	11%	-7%
O=C(Oc1ccc(Br)cc1)c1cccc(S(=O)(=O)N2CCOCC2)c1	1%	-4%	16%	-2.3%	nt	4%	-5%	-2.6%	11%
Cc1cccc(NCC(=O)NNC(=S)Nc2ccccc2)c1	-22%	-1%	5%	-2.7%	0.2%	8%[20 µM]	7%	-8.0%	1%
NNc1nc2sc3c(c2c(=O)n1-c1ccccc1)CCCC3	7%	0%	5%	-4.4%	-0.1%	25%	6%	-2.4%	4%
Cc1nc([N+](=O)[O-])cn1CC(=O)Nc1ccc(Cl)cc1	-23%	3%	4%	0.2%	-0.2%	-12%	9%	-1.2%	7%
COc1cc2c(-c3ccc(O)cc3)nc3c(c(C)nn3-c3ccccc3)c2cc1OC	-4%	1%	-18%	-3.7%	-0.6%	-7%	7%	1.5%	38%
O=C(Cn1c2ccccc2c(=O)c2ccccc21)N/N=C/c1cc([N+](=O)[O-])ccc1N1CCCCC1	-21%	2%	-8%	-3.3%	-0.3%	35%	-12%	-5.5%	3%
CN=C1c2ccccc2CN1c1cccc(C(=O)OC)c1	-25%	-4%	5%	-1.8%	0.3%	-23%	0%	3.1%	3%
COc1ccc(-c2cc(C)no2)cc1S(=O)(=O)N1CCN(c2cccc(C)c2)C(C)C1 (configuration not stated)	24%	-3%	-18%	-1.2%	-0.1%	-14%	-20%	-1.9%	14%
Cn1c(=O)c2c(SCC(=O)Nc3ccccc3F)nc(-c3ccccc3F)nc2n(C)c1=O	-14%	2%	-9%	1.4%	0.2%	-23%	-3%	-0.4%	17%
Cc1ccc(Cl)cc1N1CCN(C(=O)c2ccc3nc[nH]c3c2)CC1	-3%	-6%	-5%	-2.5%	0.2%	-19%	11%	5.1%	10%
Cc1ccc(-n2nnc3c(=O)n(CC(=O)c4ccccc4)cnc32)cc1	-4%	-3%	0%	4.0%	-0.3%	-8%	6%	4.2%	22%
CCn1c(-c2csc3c2CCCC3)n[nH]c1=S	-7%	2%	-8%	-0.7%	0.1%	-14%	6%	11%	-20%
O=C(CN1C(=O)COc2ccccc21)N(Cc1cccnc1)Cc1cccc(F)c1	-24%	-1%	4%	1.8%	-0.1%	-24%	-3%	6.6%	-4%
CCc1ccccc1N1CCN(S(=O)(=O)c2cc(OC)ccc2OC)CC1	3%	-1%	12%	-1.4%	-0.2%	16%	-7%	-5.6%	7%
C=CCN1C(=O)c2ccccc2NC1c1cc(Br)cs1 (configuration not stated)	0%	6%	-3%	2.0%	-0.2%	-33%	12%	4.4%	0%
CC1=C(C(=O)OC(C)C)C(c2ccc(Br)s2)NC(=O)N1C (configuration not stated)	-4%	6%	24%	3.0%	0.5%	-56%	19%	-3.2%	-5%
O=C(CC1NCCNC1=O)Nc1ccccc1 (configuration not stated)	-14%	9%	3%	-1.5%	-0.1%	-41%[20 µM]	-2%	-5.0%	-2%
CCOCCCNC(=O)C1CCCN(S(=O)(=O)c2cccc3nsnc23)C1 (configuration not stated)	-3%	-8%	22%	-1.6%	0.2%	-33%	2%	-8.2%	5%
CC1=C(C(N)=O)C(c2ccc(Br)cc2)n2nc(CCCO)nc2N1 (configuration not stated)	-15%	1%	0%	0.1%	0.0%	-6%	-8%	1.2%	-5%
Cc1cccc(N(CC(=O)NC(C)(C)C)C(=O)CS(=O)CC(=O)Nc2ccc3c(c2)OCO3)c1 (configuration not stated)	-31%	-2%	5%	-1.6%	-0.2%	6%	0%	nt	-7%
O=C(Nc1nc2nccc(-c3ccccc3)n2n1)C(Cl)(Cl)Cl	-23%	22%	1%	1.6%	-0.1%	-15%	1%	1.5%	9%
COc1cccc(NC(=O)c2cc(-c3ccc(C)o3)nc3ccccc23)c1	-23%	-5%	-11%	10%	-0.1%	-10%	5%	7.2%	-13%
CN(CC(=O)Nc1ccccc1Cl)C(=O)c1cccc(S(=O)(=O)N2CCN(c3ccc(F)cc3)CC2)c1	8%	-7%	-6%	-1.1%	-0.2%	-20%	-4%	15%	6%
COc1ccc(/C=C/C(=O)Nc2ccccc2C(F)(F)F)cc1	-25%	-3%	1%	0.2%	0.0%	-22%	3%	5.2%	1%
Nc1c(-c2cccc(Cl)c2)cnn1-c1cccc(C(F)(F)F)c1	nt	-2%	10%	-5.1%	0.2%	-4%	0%	-4.8%	-6%
Cc1c(NC(=O)Nc2cc(Cl)ccc2Cl)c(=O)n(-c2ccccc2)n1C	-38%	15%	0%	1.2%	-0.1%	-13%	18%	0.8%	3%
C/C=C(/C)C(=O)Nc1cccc(C2=NOC3(C2)C[C@H](C(N)=O)N(C(=O)c2ccccc2)C3)c1 (some centres not stated)	6%	6%	-2%	-0.2%	0.7%	19%	-8%	-0.3%	7%
CC(C)N1C(=O)CC2(CC[N+](C)(CCOC(=O)C(c3ccccc3)c3ccccc3)CC2)C1=O (configuration not stated)	-7%	-4%	-4%	21%	-0.1%	-17%	-1%	-1.0%	-4%
Cc1nc2scc(-c3ccccc3)c2c(=O)n1N	6%	0%	7%	-0.1%	-0.3%	-2%	-1%	2.5%	-9%
CC(=O)NC1=NN(C(C)=O)C(C)(c2ccc(Br)cc2)S1 (configuration not stated)	-45%	1%	5%	1.2%	-0.8%	-3%	3%	1.6%	-4%
COc1ccc(Cc2nnc(SCC(=O)Nc3ncc(C)s3)o2)cc1	-23%	3%	-6%	1.1%	0.8%	7%	13%	-3.9%	0%
